# PTHR1 agonist: agonists of human PTHR1 parathyroid hormone receptor | Q03431 | HEK293 GP2 PTHR1 cells, GloSensor cAMP luminescence, 1 h | Potency, µM (titrated, usually from 115 µM), without a hit: at the top dose activation, most hits filed as activators | 410,000 compounds, 0.075% hits | AID 743266; note: nearly all actives have a fitted effect of over 55% in size; some results filed as inactive show a strong effect at the top dose; inactives centre near -15; many of its hits are not listed in these tables
# Target sequence (Q03431 whole entry, looked up): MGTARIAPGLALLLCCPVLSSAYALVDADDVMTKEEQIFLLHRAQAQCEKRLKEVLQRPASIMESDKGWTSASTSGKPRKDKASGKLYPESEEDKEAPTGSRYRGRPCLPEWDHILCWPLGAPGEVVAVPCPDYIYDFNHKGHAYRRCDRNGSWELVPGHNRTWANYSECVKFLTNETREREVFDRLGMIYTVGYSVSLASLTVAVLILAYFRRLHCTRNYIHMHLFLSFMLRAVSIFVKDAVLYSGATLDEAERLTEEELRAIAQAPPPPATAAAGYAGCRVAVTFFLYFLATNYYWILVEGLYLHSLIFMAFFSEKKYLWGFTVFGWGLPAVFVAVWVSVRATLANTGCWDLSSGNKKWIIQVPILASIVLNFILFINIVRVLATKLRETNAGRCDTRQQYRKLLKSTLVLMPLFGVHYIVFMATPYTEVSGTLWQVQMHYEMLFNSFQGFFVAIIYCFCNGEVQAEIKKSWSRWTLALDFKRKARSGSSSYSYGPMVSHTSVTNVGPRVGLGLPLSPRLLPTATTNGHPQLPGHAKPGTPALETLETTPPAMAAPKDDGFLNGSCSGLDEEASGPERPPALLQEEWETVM
#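 HEK-293-derived GP2 cells expressing PTHR1 and a GloSensor cAMP reporter, 3,000/well, plated overnight, given luciferin plus IBMX (each 0.5 mM as added) for 1 h at 37 °C, then compound for 1 h at 37 °C. Luminescence was read after 15 min at room temperature.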
# GLP1R cytotox: cytotoxicity in counter-screen for GLP-1R inverse agonists | Potency, µM (top dose mostly 38.3 µM), inactives show at the top dose activity change, negative = inhibition, usual class: inhibitors | 410,000 compounds, 0.13% hits | HEK293 cAMP-luciferase reporter cells, luminescence, 24 h;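 note: loss of luciferase light is scored as toxicity; % is set by controls: 0 for no effect and ±100 for the full control effect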
#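 Step one: seed cells (200 cells/uL, DMEM with 10% Nu serum, 1% pen-strep). Step two: 12-hour incubation at 37 deg C. Step three: pin 23 nL compound, incubate 24 hr. Step four: add luciferase reagent, read luminescence 12 min later.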
# GLP-1R inv ag: acts as inverse agonist at human GLP-1 receptor; Potency, µM (titrated, usually from 38.3 µM), for inactives: at the highest dose activity change, negative = inhibition, actives largely listed as inhibitors; P43220; AID 624417; HEK293 GLP-1R CRE-luciferase, luminescence, 24 h; GLP-1R form is constitutively active; 410,000 compounds, 1.6% hits; note: % is set by controls: 0 for no effect and ±100 for the full control effect; nearly all actives have a fitted effect of over 55% in size
# Target sequence (P43220 whole entry, looked up): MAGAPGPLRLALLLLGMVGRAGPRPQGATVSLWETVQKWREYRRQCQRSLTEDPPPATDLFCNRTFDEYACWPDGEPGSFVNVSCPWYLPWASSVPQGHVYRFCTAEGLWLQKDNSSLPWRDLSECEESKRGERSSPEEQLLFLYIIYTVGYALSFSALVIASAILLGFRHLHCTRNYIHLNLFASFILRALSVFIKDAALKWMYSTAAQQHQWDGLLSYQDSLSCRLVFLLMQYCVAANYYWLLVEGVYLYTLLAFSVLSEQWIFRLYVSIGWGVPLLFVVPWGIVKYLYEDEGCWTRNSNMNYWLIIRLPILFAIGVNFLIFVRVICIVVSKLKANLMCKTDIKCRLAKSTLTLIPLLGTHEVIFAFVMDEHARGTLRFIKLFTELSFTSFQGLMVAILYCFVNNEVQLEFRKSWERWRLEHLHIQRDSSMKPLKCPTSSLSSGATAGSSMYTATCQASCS
#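 Constitutively active GLP-1R drives a cAMP-responsive luciferase in stably transfected HEK293 cells; test compounds are added after overnight (12 h) attachment and left 24 hr, and signal loss in luminescence marks inhibition.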
# * marks the source's active call; other numbers are inactive results; i = inactive; ? = inconclusive; [ ] = another dose, or the depositor's remark. Calls come from the whole dose curve; as a rule, active = well fitted curve in the direction sought with a large enough effect; inconclusive = small, poorly fitted or top-dose-only effect, or another doubt; inactive = no such curve, though single readings can be large; an effect the other way counts as inactive or inconclusive. Potency is the fitted concentration of half-maximal effect. This is a subset, so the mix of outcomes need not match the whole.
compound,PTHR1 agonist,GLP1R cytotox,GLP-1R inv ag
Cc1ccccc1NC(=O)c1sc2nc3n(c(=O)c2c1C)CCC3,-14%,-9%,4%
CCOc1ccc(CNC(=O)CN2C(=O)C3CCCCN3c3ccc(C(=O)N4CCCC4)cc32)cc1 (centres undefined),i,-5%,14%
O=C(NCCc1ccccc1)c1ccc2nc(CCc3ccccc3)oc2c1,i,1%,25%
CC(C)c1ccc(CN(Cc2ccco2)c2cnc(S(C)(=O)=O)nc2C(=O)Nc2ccccc2)cc1,-20%,0%,5µM*
CC1=C(c2ccc(Cl)cc2)S(=O)(=O)NC1=NCCCN1CCN(c2cc(C)ccc2C)CC1,-24%,2%,?
Cc1ccccc1-n1nc(CO)c(C(=O)NCCc2ccccc2)n1,i,2%,14%
Cc1cc(NC(=O)N2CC=C(c3c[nH]c4ccccc34)CC2)ccc1Br,-14%,21%,-27%
CN1CCN(C(=O)c2cnn(-c3ccc(F)cc3F)c2C2CCN(C(=O)OC(C)(C)C)CC2)CC1,i,6%,12%
CCc1cccc(C)c1NC(=O)C(CC)n1nc(C)c2c(C)n(-c3ccccc3)nc2c1=O (centres undefined),-2%,8%,-25%
CC(C)C(=O)NCC(c1ccc2c(c1)OCO2)N1CCN(c2ccccc2)CC1 (centres undefined),?,13%,9%
CCc1ccc(C(=O)c2cn(CC(=O)NC3CCCCC3)c3nc(C)ccc3c2=O)cc1,i,0%,8%
COc1ccc(CC(=O)NCc2nc3cccnc3n2Cc2ccc(C)cc2)cc1,-11%,4%,6%
CCOc1ccccc1NC(=O)c1cc2ccc3cccnc3c2[nH]1,-1%,7%,15%
CCOc1ccccc1CNC(=O)c1ccc(NC(=O)N2CC(C)Sc3ccccc32)cc1 (centres undefined),i,4%,-19%
Cc1ccc2cccc(NC(=O)C(C)Oc3ccc(C)c(C)c3)c2n1 (centres undefined),i,30%[activator],?
Cc1ccc2oc(-c3cc(NC(=O)Cc4ccccc4)ccc3Cl)nc2c1,i,3%,-7%
Cc1cn2c(=O)cc(COc3cccc(NC(=O)c4ccc(C(C)(C)C)cc4)c3)nc2s1,-9%,0%,20%
CCC(=O)N1c2ccccc2CC1C(=O)NCc1ccc(OC(C)C)cc1 (centres undefined),-34%[inhibitor],6%,-4%
CCc1ccc(NC(=O)CC2C(=O)N(c3cccc(OC)c3)C(=O)N2Cc2ccc(F)cc2)cc1 (centres undefined),i,-10%,?
COc1cc(OC)c(NS(=O)(=O)c2cc3c(cc2C)NC(=O)CO3)cc1Cl,i,-3%,-27%
Cc1ccc(C(=O)Nc2ccc(S(=O)(=O)N3CCC(c4nc5ccccc5s4)CC3)cc2)cc1,-17%,-3%,16%
Clc1cccc(-n2cc(-c3ccccc3)c3c(NC4CCCC4)ncnc32)c1,-19%,1%,-1%
CCOC(=O)CNC(=O)Nc1cc(C(=O)NCc2ccc(C(C)C)cc2)ccc1N1CCCC1,-33%[inhibitor],-3%,3%
CCOc1ccc(NC(=O)CN2C(=O)C(c3ccc(Cl)cc3)=NC2(C)C)cc1,i,1%,-23%
Cc1ccc(NC(=O)c2c(C)nc3sc(C(=O)Nc4ccc(F)cc4)c(N)c3c2-c2ccccc2Cl)c(C)c1,i,30%,-3%
Cc1ccc2c(c1)N(C(=O)Nc1ccc(Br)cc1F)CCO2,-12%,2%,4%
Cc1ccc(-c2nc3scc(CCNS(=O)(=O)c4c(C)noc4C)n3n2)cc1,-23%,3%,-9%
CCN(Cc1ccccc1)C(=O)c1sc2nc3n(c(=O)c2c1C)CCCC3,i,-9%,?
O=C(NCC1CCN(Cc2cccc(Cl)c2)CC1)Nc1cc(Cl)ccc1Cl,-18%,?,?
Cc1ccc(C(=O)CSc2nnc3ccc4ccccc4n23)cc1,-37%[inhibitor],6%,-5%
CN1CCN(C(c2ccc(Cl)cc2Cl)c2sc3nc(-c4ccco4)nn3c2O)CC1 (centres undefined),-20%,-9%,2%
CS(=O)(=O)N(CC(=O)NCCSCc1ccccc1)c1cc(C(F)(F)F)ccc1Cl,-36%[inhibitor],-13%,11µM*
O=C1C(c2ccc(C(F)(F)F)cc2)=C(Nc2ccc(Cl)cc2)c2ccccc21,-69%[inhibitor],-7%,-15%
CCOC(=O)c1c(-c2ccc(C)cc2)csc1NC(=O)c1cc(=O)c2cc(Cl)ccc2o1,-25%,-12%,-2%
CCC(C(=O)N1CCN(c2ccccc2)CC1)n1nc(C)c2sc3ccccc3c2c1=O (centres undefined),-5%,11%,-8%
COCCN1CCN(Cc2ccc(C(=O)NC(C)C)cc2)C(=O)C1=O,i,-5%,16%
Cc1nc(-c2ccc(F)cc2)sc1CCNC(=O)C(=O)Nc1ccc2c(c1)OCCO2,i,1%,7%
Cc1nc2c(c(C)nn2-c2ccccc2)c(C)c1CCC(=O)NCCc1ccccc1,-36%[inhibitor],0%,4%
O=c1[nH]c2ccc(NCc3ccc(-c4ccccc4)o3)cc2[nH]1,-78%[inhibitor],-14%,4%
Cc1cccc(OC(=O)c2snnc2C)c1,-9%,3%,-13%

# Exported with each value named: entries from further up.
SMILES: O=C1C(c2ccc(C(F)(F)F)cc2)=C(Nc2ccc(Cl)cc2)c2ccccc21
  PTHR1 agonist: -69%[inhibitor]
  GLP1R cytotox: -7%
  GLP-1R inv ag: -15%

SMILES: CCOC(=O)c1c(-c2ccc(C)cc2)csc1NC(=O)c1cc(=O)c2cc(Cl)ccc2o1
  PTHR1 agonist: -25%
  GLP1R cytotox: -12%
  GLP-1R inv ag: -2%

SMILES: CCC(C(=O)N1CCN(c2ccccc2)CC1)n1nc(C)c2sc3ccccc3c2c1=O (centres undefined)
  PTHR1 agonist: -5%
  GLP1R cytotox: 11%
  GLP-1R inv ag: -8%

SMILES: COCCN1CCN(Cc2ccc(C(=O)NC(C)C)cc2)C(=O)C1=O
  PTHR1 agonist: i
  GLP1R cytotox: -5%
  GLP-1R inv ag: 16%

# (list continues)
compound,PTHR1 agonist,GLP1R cytotox,GLP-1R inv ag
CC(=O)c1ccc(NC(=O)CCc2nc(-c3ccc(C)cc3)no2)cc1,i,1%,6%
CCOc1ccc(C(=O)Nc2c(C(=O)N3CCN(c4ccccc4F)CC3)oc3ccccc23)cc1,-1%,3%,-1%
CCc1ccc(S(=O)(=O)c2nnn3c2nc(Nc2cccc(C)c2C)c2sccc23)cc1,-24%,-11%,42%[activator]
COCCCn1c(=O)c2sccc2n2c(CCCC(=O)Nc3ccc(F)c(F)c3)nnc12,22%,-6%,10%
CCCCNC(=O)C1CCCN(c2nnc(C)c3c(C)n(-c4ccc(Cl)cc4)nc23)C1 (centres undefined),-36%[inhibitor],-4%,0%
CCOC(=O)c1c(C)oc2nc(C)nc(NCCCN3CCN(c4cccc(C)c4)C(C)C3)c12 (centres undefined),?,-7%,0%
Cc1ccc(CN(C(=O)c2ccc(OCC(C)C)cc2)c2ccccn2)o1,-6%,0%,?
Cn1c(=O)n(C)c2cc(N3CCOCC3)c(NC(=O)c3c(F)cccc3F)cc21,?,-8%,5%
O=C(C1COc2ccccc2O1)N1CCN(c2nc3c(F)cccc3s2)CC1 (centres undefined),-27%,-1%,?
CCOc1ccc(CN2CCN(c3ncnc4sc5c(c34)CC(C)CC5)CC2)cc1 (centres undefined),i,5%,-3%
CCOC(=O)N1CCc2c(sc(NCc3cccc(F)c3)c2C(=O)Nc2ccc(OCC)cc2)C1,i,-1%,-22%
CCCCOC(=O)c1ccc(NC(=O)Cn2nnc3sc4c(c3c2=O)CCCC4)cc1,-4%,42%[activator],?
O=S(=O)(c1ccc(Br)cc1)c1nnn2c1nc(NCCc1ccccc1)c1sccc12,-72%[inhibitor],-1%,-4%
CN1CCN(c2ncc3c(n2)CCN(Cc2ccccc2Cl)C3)CC1,i,-17%,?
COc1cc(NC(=O)CC2C(=O)N(c3cccc(C)c3)C(=O)N2Cc2cccs2)cc(OC)c1 (centres undefined),-1%,-19%,?
CCCCc1ccc(NC(=O)c2cc3c(=O)n4ccccc4nc3s2)cc1,-21%,4%,-2%
COc1cccc(C(=O)Nc2nc3ccc(S(=O)(=O)N4CCCC4)cc3s2)c1,-48%[inhibitor],-20%,?
COc1cccc(C2CC(=O)N3CN(C4CCCCC4)CSC3=C2C#N)c1 (centres undefined),i,1%,-2%
O=S(=O)(c1ccc(-c2cnc(C3CC3)o2)cc1)N1CCN(c2ccccc2F)CC1,-16%,0%,7%
O=C(Nc1ccc(Cl)cc1)c1ccc(-n2cnnc2)cc1,i,-5%,4%
Cc1cc(OCC(=O)Nc2sc3c(c2C(N)=O)CCCC3)ccc1C(C)C,-22%,6%,12%
Cc1ccc(CNc2ncnc3c2c(-c2ccccc2)cn3-c2cccc(Cl)c2)cc1,i,1%,9%
CN1CCN(CCCNC(=O)c2cnn(-c3ccccc3)c2C2CCN(C(=O)OC(C)(C)C)CC2)CC1,?,17%,4%
Cc1ccc(-c2csc(=Nc3ccccc3)n2CCCO)cc1,-9%,-3%,?
COCCNC(=O)C(=O)NCC(c1cccnc1)N1CCN(c2ccccc2F)CC1 (centres undefined),i,0%,-1%
O=C(Cn1ccc2cc(S(=O)(=O)N3CCCCCC3)ccc21)NCCc1ccc(Cl)cc1,-19%,8%,?
COC(=O)c1ccc([C@@H]2Nc3c(OC)ccc(C)c3[C@@H]3C=CC[C@@H]32)cc1,i,3%,11%
COc1ccc(Cl)cc1NC(=O)c1sc2nc(-c3ccc(OC)c(OC)c3)ccc2c1N,14%,90%[activator],57%[activator]
CCOC(=O)c1c(S(=O)(=O)N2CCC(C(=O)Nc3cccc(C)n3)CC2)c(C)n(C)c1C,-5%,-10%,-5%
COc1ccc(C)cc1S(=O)(=O)Nc1cccc(-c2ccc(N3CCCC3)nn2)c1,-17%,-4%,1%
COCc1cc(C)nc2sc(C(=O)Nc3ccccc3O)c(N)c12,-9%,1%,30%[activator]
COc1ccc(C2=NC3(CCCCC3)N(CC(=O)Nc3ccc(C(C)C)cc3)C2=O)cc1,-6%,-9%,?
COc1ccc(Cl)cc1NC(=O)c1cnc(N2CCCCC2)c2ccccc12,-57%[inhibitor],-6%,3%
COc1cc(NC(=O)c2cc3ccc4cccnc4c3[nH]2)cc(OC)c1OC,i,-7%,-6%
COc1cc(Cl)c(NC(=O)c2cc(S(=O)(=O)N3CCOCC3)cn2C)c(OC)c1,i,-2%,30%
Cc1cc(C)c2c(c1)c(C)cc1nnc(SCc3ccccc3C#N)n12,-56%[inhibitor],-1%,2%
CCC1CN(C(=O)Nc2ccccc2C(F)(F)F)c2ccccc2O1 (centres undefined),i,2%,2%
CCC(C(=O)Nc1ccc(C(=O)OC)cc1)n1c(=O)c(-c2ccccc2NC(C)=O)nc2ccccc21 (centres undefined),?,-14%,0%
COc1ccc(Cl)cc1NC(=O)Cn1nc(Cc2ccncc2)c2ccccc2c1=O,i,-14%,-19%
COc1cccc(N2CCN(C(=O)Cn3ncc4c5ccccc5n(C)c4c3=O)CC2)c1,-47%[inhibitor],-2%,9%
Cc1cccc(C)c1NC(=O)CSc1nc(-c2ccccc2)nc2c1Cc1c(CO)cnc(C)c1O2,i,0%,-1%
Cc1ccc(NC(=O)Cn2c(=O)n(Cc3nc(C)no3)c(=O)c3cc4c(cc32)OCO4)cc1,-3%,3%,7%
COC(=O)c1c(NC(=O)COc2ccc(Cl)cc2C)sc2c1CCCCC2,?,13%,13%
COc1cccc(N2CCN(C(=O)c3cnn(C(C)(C)C)c3C3CCN(C(=O)OC(C)(C)C)CC3)CC2)c1,i,-4%,-10%
Cc1cccc(-n2ncc3c(N4CCCCCC4)ncnc32)c1,-45%,1%,-14%
COc1cc(C)cc2oc(=O)c(CC(=O)NCCc3ccc(Cl)cc3)c(C)c12,-46%,-1%,16%
CCCSc1nnc2[nH]c(=O)cc(C)n12,?,-1%,6%
CCOc1ccc(CNC(=O)c2cnc3sc(N4CCC(C)CC4)nn3c2=O)cc1OC,-23%,2%,-2%
CC(C)(C)C1CCc2nc(NC(=O)COc3ccccc3[N+](=O)[O-])sc2C1 (centres undefined),i,-17%,?
Cn1c(=O)sc2cc(NS(=O)(=O)c3ccc(C(C)(C)C)cc3)ccc21,i,1%,20%
Cc1ccc(-c2nc(S(=O)(=O)c3ccc(C)cc3)c(SCC(=O)c3ccccc3)o2)cc1,-17%,0%,?

# Screening data from PubChem.
